Assay outcomes as filed in PubChem.
bIAP activator = increases bovine intestinal alkaline phosphatase activity | purified bovine IAP, CDP-star luminescence, 30 min; stronger effect = higher value; fold of DMSO-control signal, blank-subtracted | activation factor at 20 µM | 200,000 tested, 0.17% active;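 active = activation factor of 2 or more at 20 µM, a signal rise over negative controls twice the positive control's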
Diaph inh CS = inhibits diaphorase or chemically oxidizes, flagging diaphorase assay artifacts | inhibition, % at 20 µM | diaphorase resazurin-to-resorufin fluorescence, NADH, 16 min; bacterial (C. kluyveri) enzyme, not human | 190,000 tested, 0.69% active | AID 1217;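 active = primary screen inhibition at 20 µM above a set limit, cut at about 50% in these data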;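 note: plate controls were DMSO with full reaction for no effect and wells lacking NADH for full effect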
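Test system: Clostridium kluyveri diaphorase enzyme / Quantity: diaphorase at 0.14 U/mL in enzyme working solution / Incubation: 16-min room-temperature incubation before reading / Benchmarks: NADH-free wells as positive control, DMSO-only neutral wells / Signal: resorufin fluorescence 544/590 nm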
Lmaj promast = inhibitors of Leishmania major promastigote growth | 200,000 tested, 9% active | inhibition, % at 10 µM | Leishmania major promastigotes, resazurin fluorescence viability | AID 1063; in the data active = inhibition above about 50%;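 note: promastigotes grown with compound for 44 hours at 28 °C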
Diaph act CS = diaphorase activation or chemical reduction counter-screen. AID 1229. activation factor at 20 µM. 190,000 tested, 0.005% active. Diaphorase/resazurin coupled assay, resorufin fluorescence, 16 min; stronger effect = higher value; 1 = vehicle wells, 0 = NADH-free wells;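 active = diaphorase activity raised at least twofold by the compound at 20 µM; inactive = activation factor below 2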
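Test system: Clostridium kluyveri diaphorase, purified enzyme. Buffer or medium: 50 mM HEPES pH 7.4 buffer plus MgCl2 and Tween 20. Also added: 0.114 mM NADH and 0.1 mM resazurin, final amounts. Dosing: compound 20 µM once, DMSO 1%. Schedule: 16 min enzyme reaction, ambient temperature. Detection: fluorescence of resorufin, 544 nm excitation, 590 nm emission.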
TNAP inh noacc = TNAP (human) inhibition, acceptor-free conditions. purified TNAP, CDP-star luminescence, 30 min. inhibition, % at 20 µM. 200,000 tested, 0.26% active. AID 1012;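 active = tissue-nonspecific alkaline phosphatase inhibition above about 50% at 20 µM in the single-dose screen, limit read from the data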;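 note: 0% = DMSO negative control and 100% = EDTA positive control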
Target sequence (P05186 whole entry, looked up): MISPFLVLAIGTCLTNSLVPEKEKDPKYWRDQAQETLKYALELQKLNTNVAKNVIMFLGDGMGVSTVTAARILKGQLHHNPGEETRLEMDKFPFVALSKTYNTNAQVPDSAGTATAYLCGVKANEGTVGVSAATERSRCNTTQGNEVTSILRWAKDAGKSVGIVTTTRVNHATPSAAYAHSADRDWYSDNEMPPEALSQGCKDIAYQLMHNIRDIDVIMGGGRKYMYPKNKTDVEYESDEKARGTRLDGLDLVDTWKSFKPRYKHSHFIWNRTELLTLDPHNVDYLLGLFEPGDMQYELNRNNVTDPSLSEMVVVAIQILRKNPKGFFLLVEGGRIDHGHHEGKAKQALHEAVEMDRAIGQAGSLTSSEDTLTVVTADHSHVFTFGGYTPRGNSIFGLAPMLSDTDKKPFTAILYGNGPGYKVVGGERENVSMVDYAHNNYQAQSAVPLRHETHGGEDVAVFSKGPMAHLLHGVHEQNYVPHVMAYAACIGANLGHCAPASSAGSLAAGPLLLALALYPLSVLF
PMI act satM6P = increases human PMI activity with near-saturating mannose 6-phosphate. P34949. coupled PMI enzyme assay, resazurin fluorescence, 20 min; stronger effect = higher value; 1 = untreated enzyme, 0 = substrate-free blank. 190,000 tested, 0.34% active. activation factor at 20 µM;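 active = activation factor of 2 or more at 20 µM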
Target sequence (P34949 whole entry, looked up): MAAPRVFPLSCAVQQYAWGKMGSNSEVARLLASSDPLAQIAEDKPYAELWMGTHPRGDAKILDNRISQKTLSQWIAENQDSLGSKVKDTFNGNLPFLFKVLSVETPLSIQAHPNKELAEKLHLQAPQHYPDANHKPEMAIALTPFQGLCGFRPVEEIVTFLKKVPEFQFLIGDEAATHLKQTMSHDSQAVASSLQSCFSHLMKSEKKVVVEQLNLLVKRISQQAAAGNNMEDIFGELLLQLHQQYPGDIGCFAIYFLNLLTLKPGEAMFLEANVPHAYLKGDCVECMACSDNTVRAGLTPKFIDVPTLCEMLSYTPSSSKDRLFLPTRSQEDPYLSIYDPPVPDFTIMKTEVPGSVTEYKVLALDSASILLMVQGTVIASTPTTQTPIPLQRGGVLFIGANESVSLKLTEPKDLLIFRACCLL
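Material: human phosphomannose isomerase with PGI, G6PDH, diaphorase coupling enzymes / Reagent: Man-6-P substrate 1.0 mM / Dosing: single compound dose of 20 µM, 1% DMSO final / Incubation: enzyme reaction with compound 20 min at room temperature / Signal: resorufin fluorescence (Ex 544/Em 590 nm) from resazurin via diaphorase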
TNAP inh hi DEA = TNAP (human) inhibition, high acceptor | 200,000 tested, 0.03% active | purified TNAP, CDP-star luminescence, 1 M DEA | P05186 | inhibition, % at 20 µM;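 active = over 50% inhibition of tissue-nonspecific alkaline phosphatase at 20 µM in the single-dose screen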;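 note: plate controls were DMSO wells for no effect and EDTA-quenched wells as full inhibition for full effect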
PMI act = activators of human phosphomannose isomerase | activation factor at 20 µM | P34949 | AID 1214 | 190,000 tested, 0.005% active | purified human PMI, coupled resazurin fluorescence, 20 min; stronger effect = higher value; 1 = vehicle control, 0 substrate-free wells;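 active = activation factor of 2 or more at 20 µM, relative to plate controls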
bIAP inh = blocks bovine intestinal alkaline phosphatase activity | purified bovine IAP, CDP-star luminescence, 30 min | inhibition, % at 20 µM | 190,000 tested, under 10 active | AID 1019;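 active = over 50% inhibition of intestinal alkaline phosphatase at 20 µM in the single-dose screen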
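Assay system: bovine IAP enzyme; medium: DEA buffer 100 mM, pH 9.8, with MgCl2 1.0 mM, ZnCl2 0.02 mM; doses: 20 µM single dose; incubation: enzyme reaction for 30 min at room temperature; detection: CDP-star luminescence signal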
TNAP act hiacc = activators of human TNAP at high phosphate acceptor concentration. purified TNAP, CDP-star luminescence, 1 M DEA, 30 min; stronger effect = higher value; 0 = EDTA background, 1 = DMSO-only activity. P05186. 200,000 tested, under 10 active. activation factor at 20 µM;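 active = activation factor at least 2 at 20 µM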
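Test system – human TNAP · Doses – 20 µM single point · Incubation – 30 min, room temperature · Signal – luminescent substrate turnover signal · Read-out basis – activation factor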
Active calls of the source: *. Rows were taken by chance (roughly 10% active in at least one column).

SMILES | bIAP activator | Diaph inh CS | Lmaj promast | Diaph act CS | TNAP inh noacc | PMI act satM6P | TNAP inh hi DEA | PMI act | bIAP inh | TNAP act hiacc
CCOC(=O)CSc1nc(C)[nH]c1[N+](=O)[O-] | 1.1 | -16 | -9 | 1.2 | 5 | 1.1 | -1 | 1.1 | -14 | 1
c1ccc(-n2ncc3c2ncn2nnnc32)cc1 | 1.1 | 20 | -3 | 0.8 | 2 | 0.9 | -5 | 0.9 | -7 | 1
Nc1ccc2oc(-c3cccc(Br)c3)nc2c1 | 0.9 | 30 | -1 | 0.7 | -12 | 0.8 | -4 | 0.8 | 14 | 1
O=C1CC(c2ccccc2)CC(=O)C1CS(=O)(=O)c1ccccc1 (stereo unspecified) | 1.1 | 8 | -7 | 0.9 | -5 | 1 | -4 | 1.5 | -10 | 1
CN(C)c1ccc(/C(=N\O)c2ccccc2)cc1 | 0.9 | -7 | 7 | 1.1 | -9 | 0.9 | -3 | 0.9 | 10 | 1
O=C1CCN(C(=O)c2cccs2)c2ccccc21 | 0.9 | 8 | -3 | 0.9 | -6 | 0.9 | -2 | 1 | 5 | 1
CCc1ccccc1NC(=O)c1ccc(CN2CCC(Cc3ccccc3)CC2)cc1 | 1 | -1 | 80* | 1 | -6 | 1 | -8 | 0.9 | 0 | 1.1
CCN(CC)S(=O)(=O)c1csc(C(=O)NC2CCCCC2)c1 | 1 | 6 | -4 | 0.9 | -10 | 1 | -5 | 1.1 | 3 | 1
Cc1nc2ccccc2c(=O)n1/N=C/c1ccc(N(C)C)cc1 | 1 | 15 | -3 | 0.9 | -13 | 1 | -5 | 1.1 | 4 | 1.1
COCC(=O)N(Cc1ccco1)c1nnc(C2CCOC2)s1 (stereo unspecified) | 0.9 | 7 | -8 | 0.9 | -14 | 1.1 | -5 | 1 | 8 | 1
COc1ccc(C(=O)NC(Nc2ccc(C)cc2)C(Cl)(Cl)Cl)cc1 (stereo unspecified) | 1 | 14 | 75* | 0.9 | -13 | 0.9 | 1 | 0.9 | 4 | 1
COc1ccc(C)cc1NCC(=O)Nc1ccc(C(C)(C)C)cc1 | 1.1 | 21 | 1 | 0.8 | -10 | 0.8 | -6 | 0.8 | -6 | 1.1
CCCCn1c(SCc2ccccn2)nc2c1c(=O)n(C)c(=O)n2C | 1 | -3 | 43 | 1 | -5 | 1.1 | 1 | 1.1 | -2 | 1
CCOC(=O)/C(C#N)=C1/C(=O)N(Cc2ccccc2)c2ccccc21 | 1 | 28 | 2 | 0.7 | -6 | 0.3 | -2 | 0.8 | 4 | 1
c1ccc2c(CN3CCOCC3)csc2c1 | 0.9 | 6 | -4 | 0.9 | -11 | 1.1 | -4 | 1.1 | 6 | 1
Fc1ccc(-c2nnn(Cc3nc4ccccc4s3)n2)cc1 | 0.8 | 30 | -9 | 0.7 | -11 | 0.8 | -7 | 0.8 | 24 | 1.1
Cc1cc2cc(CNC(=O)c3cccs3)ccc2[nH]1 | 1.1 | 19 | -4 | 0.8 | 2 | 0.8 | -6 | 0.7 | -8 | 1.1
CSc1ccc(/C=c2\s/c(=C\C(=O)C(C)(C)C)n(CC(=O)NCCC3=CCCCC3)c2=O)cc1 | 0.9 | 21 | 0 | 0.8 | -6 | 0.9 | 5 | 0.8 | 6 | 1
O=C(NCCSc1ccccc1)c1ccc(Br)cc1 | 0.8 | 13 | -5 | 0.9 | -12 | 1 | -3 | 1.1 | 20 | 1
O=C(c1ccc(C(F)(F)F)cc1)N1CCC(=O)N(C(COCc2ccc(C(F)(F)F)cc2)Cc2ccccc2)CC1 (stereo unspecified) | 1.1 | 18 | 24 | 0.8 | -4 | 0.9 | -3 | 0.9 | -10 | 1

Single values from the list:
CCCCn1c(SCc2ccccn2)nc2c1c(=O)n(C)c(=O)n2C in PMI act satM6P shows 1.1
CCN(CC)S(=O)(=O)c1csc(C(=O)NC2CCCCC2)c1 in bIAP activator shows 1

3 records drawn at random from the list so far:
SMILES | bIAP activator | Diaph inh CS | Lmaj promast | Diaph act CS | TNAP inh noacc | PMI act satM6P | TNAP inh hi DEA | PMI act | bIAP inh | TNAP act hiacc
Cc1nc2ccccc2c(=O)n1/N=C/c1ccc(N(C)C)cc1 | 1 | 15 | -3 | 0.9 | -13 | 1 | -5 | 1.1 | 4 | 1.1
CN(C)c1ccc(/C(=N\O)c2ccccc2)cc1 | 0.9 | -7 | 7 | 1.1 | -9 | 0.9 | -3 | 0.9 | 10 | 1
Cc1cc2cc(CNC(=O)c3cccs3)ccc2[nH]1 | 1.1 | 19 | -4 | 0.8 | 2 | 0.8 | -6 | 0.7 | -8 | 1.1

Remaining list, next part
SMILES | bIAP activator | Diaph inh CS | Lmaj promast | Diaph act CS | TNAP inh noacc | PMI act satM6P | TNAP inh hi DEA | PMI act | bIAP inh | TNAP act hiacc
O=C(CCCC(=O)N1CCCc2ccccc21)N1CCCc2ccccc21 | 0.9 | 21 | 8 | 0.8 | -11 | 0.9 | -6 | 0.9 | 5 | 1.1
Fc1ccc(CN2CCCCCCC2)cc1 | 0.9 | 12 | 46 | 0.9 | -23 | 1.1 | -6 | 1.1 | 13 | 1.1
Nn1c(SCC(=O)Nc2ccc3c(c2)OCO3)nnc1C1CCCCC1 | 0.9 | 12 | 23 | 0.9 | 1 | 1 | 0 | 1 | 8 | 1
COC(=O)CSc1nc(C)cc(C)c1C#N | 1 | 9 | -6 | 0.9 | -10 | 1 | -3 | 0.9 | -4 | 1
O=c1cc(CN2CCN(c3ccccc3)CC2)c2cc(O)c(-c3ccccc3)cc2o1 | 0.9 | 18 | 73* | 0.8 | -8 | 0.9 | -5 | 0.9 | 14 | 1.1
O=C(NNc1cc(N2CCOCC2)nc(N2CCOCC2)n1)C12CC3CC(CC(C3)C1)C2 | 0.9 | 14 | -1 | 0.9 | -1 | 0.7 | -2 | 0.8 | 12 | 1
Cc1ccc2c(c1)N(C(=O)CCC(=O)N1CCc3ccccc3C1)CCO2 | 1 | 19 | -2 | 0.8 | -11 | 0.8 | -4 | 0.9 | 4 | 1
Cc1cc(NCCCN(C)C)n2nc(-c3cccs3)cc2n1 | 1 | -12 | 77* | 1.1 | -13 | 1 | -5 | 1 | -2 | 1
O=S1(=O)CCC(N2CCOCC2)C1 (stereo unspecified) | 0.9 | 9 | -3 | 0.9 | -6 | 1 | 0 | 0.9 | 12 | 1
Cc1nn(CC(=O)NCC2CCCO2)c(=O)c2ccccc12 (stereo unspecified) | 1 | 18 | -1 | 0.8 | -8 | 1 | -5 | 1 | -3 | 1.1
Cn1nc([N+](=O)[O-])nc1Sc1cccc2cccnc12 | 0.9 | -4 | 11 | 1 | -10 | 0.8 | -4 | 1 | 6 | 1
O=C1CC(c2ccccc2)CC(O)=C1C=NCCN1CCN(C(=O)Nc2ccccc2)CC1 (stereo unspecified) | 1 | 21 | -4 | 0.8 | -12 | 1 | -3 | 1 | 1 | 1
O=C1C2ON(c3ccccc3)C(c3cccnc3)C2C(=O)N1Cc1ccccc1 (stereo unspecified) | 1 | 4 | -5 | 1 | -8 | 1 | -5 | 1 | 4 | 1.1
CCc1ccc(C(=O)COC(=O)c2cccs2)cc1 | 0.6 | 20 | -7 | 0.8 | -2 | 0.9 | -2 | 0.9 | 45 | 1
O=C(NC(=S)Nc1ccccc1N1CCOCC1)c1ccc([N+](=O)[O-])cc1 | 0.8 | 20 | 40 | 0.8 | 1 | 0.9 | -8 | 1 | 22 | 1.1
CNC(=S)N/N=C/c1ccc2c(c1)OCCO2 | 0.6 | -6 | -6 | 1.1 | -2 | 1.1 | -7 | 1 | 42 | 1.1
COC(=O)CN1C(=O)Nc2ccc(Br)cc2C1c1ccccc1Cl (stereo unspecified) | 1 | 10 | 34 | 0.9 | 5 | 1 | -5 | 1 | 1 | 1
CCOc1ccc(Br)cc1S(=O)(=O)Nc1ccc(NC(=O)c2ccccc2C)cc1 | 0.8 | 10 | 19 | 0.9 | -3 | 0.9 | 0 | 0.8 | 19 | 1
C[C@@H]1NC(=O)c2cc([N+](=O)[O-])cc(I)c2OCC[C@@H](C(=O)NC(CC(=O)O)C(N)=O)NC(=O)[C@H](CC(N)=O)NC1=O (stereo partly specified) | 1.2 | 15 | -4 | 0.9 | -2 | 1.2 | 6 | 1.2 | -22 | 0.9
COc1ccc(-c2ccc(=O)n(CC(=O)Nc3ccc4c(c3)OCCO4)n2)cc1 | 1 | 1 | -5 | 1 | -4 | 1.1 | -6 | 1 | 1 | 1.1
O=C(C1CC(c2ccccc2O)=NO1)N1CCCC1 (stereo unspecified) | 1 | 8 | -3 | 0.9 | 5 | 0.9 | 2 | 0.9 | -1 | 1
COc1ccc(-c2noc(CCC(=O)NC3CCCCC3)n2)cc1OC | 1 | -6 | 0 | 1.1 | -3 | 1.1 | 0 | 1 | 2 | 1
CC(C)CCNC(=O)Cn1cc2c(n1)CCCCC2 | 0.8 | 6 | -2 | 0.9 | -4 | 0.9 | 1 | 0.9 | 19 | 1
Cc1ccc(OCc2nc(-c3cccs3)no2)c([N+](=O)[O-])c1 | 1 | 6 | -6 | 0.9 | -5 | 0.9 | 1 | 1 | -4 | 1
Cc1ccc(C)c(C(=O)CSc2nnnn2C(C)C)c1 | 0.9 | -7 | -4 | 1.1 | -7 | 1 | -4 | 1 | 9 | 1
O=C(Cn1cnc2ccccc2c1=O)NC1CCCc2ccccc21 (stereo unspecified) | 0.9 | 5 | 10 | 0.9 | -15 | 1 | -5 | 1 | 9 | 1
CCOC(=O)C1=C(C)NC(=O)/C1=C\N(C)C | 1.1 | 4 | -15 | 1 | -6 | 1 | -2 | 1.3 | -12 | 1
COC(=O)c1sccc1N/N=C/c1cccc(Oc2ccccc2)c1 | 1 | 13 | 2 | 0.9 | -8 | 1 | -2 | 0.9 | -4 | 1
Cc1ccc2[nH]c(=O)c(C(c3nnnn3C(C)(C)C)N3CCN(C(=O)c4ccco4)CC3)cc2c1 (stereo unspecified) | 1 | -6 | -8 | 1.1 | 2 | 1.2 | -7 | 1.1 | 0 | 1.1
CS(=O)(=O)N(CCc1ccccc1)CC(=O)N1CCN(c2ccccc2)CC1 | 1 | 13 | -5 | 0.9 | -11 | 0.9 | -6 | 0.9 | 4 | 1.1
O=C(COC(=O)Cc1ccccc1[N+](=O)[O-])NCc1ccc(F)cc1 | 0.8 | 3 | -5 | 1 | -13 | 1.1 | 0 | 1 | 19 | 1
CCOC(=O)c1c(-c2ccccc2)csc1NC(=O)C1CCCO1 (stereo unspecified) | 0.9 | 20 | 2 | 0.8 | -13 | 1 | -6 | 1 | 7 | 1.1
O=S(=O)(NC1=NCCCCC1)c1ccc2ccccc2c1 | 1 | 5 | -10 | 0.9 | -16 | 1 | 1 | 1 | 5 | 1
